# Compound activity deposited in PubChem by NMMLSC.
# Bcl-B Bim block: inhibitors of Bim-Bcl-B interaction, human | inhibition, % at 10 µM | Q9HD36 | bead-based flow cytometry, Bim peptide-Bcl-B binding | hit rate 0.073% among 190,000;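 further: 0% = tracer peptide without compound and 100% = reference inhibitor peptide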
# HRas wt GTP bind: human HRas wildtype GTP binding, change in either direction. hit rate 0.14% among 190,000. GST-Ras wt beads, Bodipy-FL-GTP binding, flow cytometry; actives lie on both sides. GTP binding activity, % at 10 µM;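 active means GTP binding activity at least 20% away from the 100% baseline, either lowered as inhibitor or raised as activator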;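 further: 0% = unlabeled GTP competition control and 100% = no-compound control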
# Target sequence (P01112 whole entry, looked up): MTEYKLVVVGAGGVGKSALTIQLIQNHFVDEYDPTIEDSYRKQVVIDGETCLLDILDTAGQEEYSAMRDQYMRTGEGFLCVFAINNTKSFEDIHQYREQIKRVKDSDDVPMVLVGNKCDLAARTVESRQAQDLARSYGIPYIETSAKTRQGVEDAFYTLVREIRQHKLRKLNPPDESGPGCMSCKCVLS
# Bcl-XL Bim block: disrupts Bim peptide binding to human Bcl-XL; hit rate 0.04% among 190,000; bead flow cytometry, fluorescence; inhibition, % at 10 µM; Q07817
# Target sequence (Q07817 whole entry, looked up): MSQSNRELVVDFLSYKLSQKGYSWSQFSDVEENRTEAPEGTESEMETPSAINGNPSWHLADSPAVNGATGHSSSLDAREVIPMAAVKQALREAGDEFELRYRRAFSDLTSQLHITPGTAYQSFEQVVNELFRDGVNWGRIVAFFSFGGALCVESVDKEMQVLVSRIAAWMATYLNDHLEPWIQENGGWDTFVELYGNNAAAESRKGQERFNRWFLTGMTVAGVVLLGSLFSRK
# Rab2 wt GTP: changes GTP binding to wildtype dog Rab2A, up or down | GST-Rab2 wt beads, Bodipy-GTP binding, flow cytometry | hit rate 0.19% among 190,000 | AID 760 | GTP binding activity, % at 10 µM | P61105;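 active means GTP binding activity at least 20 points away from 100%, either lowered or raised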;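 further: 0% = beads with excess unlabeled GTP and 100% = no-compound control corrected for plate trend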
# Bim-Bfl-1: inhibitors of Bim-Bfl-1 interaction, human. Q16548. Bead-based flow cytometry, Bim-Bfl-1 binding inhibition. inhibition, % at 10 µM. hit rate 0.12% among 190,000. AID 1008;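 further: 0% = wells without compound plus tracer and 100% = blocker peptide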
# Bcl-W Bim block: human Bim-Bcl-W interaction inhibition. bead-based flow cytometry, Bim peptide-Bcl-W binding. inhibition, % at 10 µM. hit rate 0.02% among 190,000. AID 952;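 further: 0% = bound tracer without compound and 100% = peptide blocker; higher means less fluorescent Bim peptide bound to Bcl-W beads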
# Target sequence (Q92843 whole entry, looked up): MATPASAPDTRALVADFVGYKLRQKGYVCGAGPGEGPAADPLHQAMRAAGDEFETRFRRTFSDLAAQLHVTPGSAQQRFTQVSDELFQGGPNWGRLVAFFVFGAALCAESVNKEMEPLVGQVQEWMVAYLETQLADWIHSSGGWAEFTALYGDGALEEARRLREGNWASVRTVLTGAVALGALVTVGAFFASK
# Cdc42 wt: modulators (inhibitors or activators) of GTP binding to human Cdc42 wildtype. P60953. GST-Cdc42 beads, Bodipy-GTP binding, flow cytometry; actives lie on both sides. percent activity (GTP binding), % at 10 µM. hit rate 0.2% among 190,000;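 active means percent activity GTP binding at least 20 points away from the 100% baseline, either down as inhibitor or up as activator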;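 further: median bead fluorescence of bound Bodipy-FL-GTP at 100 nM; 0% = excess unlabeled GTP control and 100% = no compound control; below 100% means less GTP binding so inhibitor and above means activator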
# Target sequence (P60953 whole entry, looked up): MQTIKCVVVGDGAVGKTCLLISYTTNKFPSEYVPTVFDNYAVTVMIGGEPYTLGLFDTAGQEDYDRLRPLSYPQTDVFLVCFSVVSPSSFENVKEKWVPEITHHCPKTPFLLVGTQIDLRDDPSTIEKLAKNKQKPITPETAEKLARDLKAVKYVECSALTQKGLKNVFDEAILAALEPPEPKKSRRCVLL
# Rab7 wt GTP bind: alters GTP binding to wildtype dog Rab7; GST-Rab7 beads, fluorescent GTP binding, flow cytometry; actives lie on both sides; untreated = 100%, excess cold GTP = 0%; hit rate 0.055% among 190,000; GTP binding activity (percent of control), % at 10 µM; AID 758;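 active means fluorescent GTP binding to Rab7 beads changed by at least 20 points from the 100% baseline, either direction, mostly lower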;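 further: median green fluorescence of bound Bodipy-FL-GTP per Rab7 bead population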
# Bcl-2 Bim block: human Bim-Bcl-2 interaction inhibition; hit rate 0.06% among 190,000; P10415; AID 950; inhibition, % at 10 µM; Bead-based flow cytometry, Bim peptide-Bcl-2 binding; in the data active means inhibition above about 40%;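 further: 0% = no compound wells with probe peptide and 100% = reference peptide inhibitor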
# Rac1 wt GTP bind: alters GTP binding to wildtype human Rac1; P63000; GST-Rac1 beads, fluorescent GTP binding, flow cytometry; actives lie on both sides; 0 = cold GTP competed, 100 = untreated; GTP binding activity (% of control), % at 10 µM; hit rate 0.27% among 190,000; AID 757;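 active means GTP binding activity at least 20 points away from the 100% control level, either lower or higher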
# Rac1 mut GTP: alters GTP binding to activated mutant human Rac1 | P63000 | GST-Rac1 activated beads, fluorescent GTP binding, flow cytometry; actives lie on both sides; 100% means binding = to untreated wells | percent activity (GTP binding), % at 10 µM | hit rate 0.11% among 190,000 | AID 764;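 active means GTP binding at least 20 percentage points away from the 100% baseline, in either direction, so actives lie on both sides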
# * = called active by the depositor. Unless noted, no stated cut-off is given here; in the data, active means inhibition above about 40%.
SMILES,Bcl-B Bim block,HRas wt GTP bind,Bcl-XL Bim block,Rab2 wt GTP,Bim-Bfl-1,Bcl-W Bim block,Cdc42 wt,Rab7 wt GTP bind,Bcl-2 Bim block,Rac1 wt GTP bind,Rac1 mut GTP
O=C1CSC(c2cn(-c3ccccc3)nc2-c2cc3ccccc3oc2=O)N1Cc1ccco1 (stereo not given),-5.0,97.0,-1.0,98.0,-2.0,3.0,98.0,97.0,-1.0,100.0,98.0
Cc1ccc(N(Cc2ccccc2F)S(C)(=O)=O)c(C)c1,0.0,97.0,-1.0,93.0,-5.0,0.0,94.0,95.0,-1.0,98.0,95.0
COc1ccc(CN(C(=O)c2oc3ccccc3c2C)C2CCS(=O)(=O)C2)cc1OC (stereo not given),-2.0,100.0,10.0,101.0,0.0,0.0,100.0,101.0,1.0,107.0,99.0
O=C(c1cc(S(=O)(=O)N2CCCCC2)ccc1F)N1CCCCC1,-2.0,97.0,-3.0,94.0,-2.0,-4.0,97.0,95.0,-2.0,98.0,96.0
Cc1ccc(/C=c2\s/c(=C(/C#N)C(=O)N3CCCC3)n(Cc3ccco3)c2=O)s1,-6.0,97.0,-5.0,97.0,4.0,6.0,100.0,100.0,0.0,98.0,98.0
O=C(NN/C(=N/S(=O)(=O)c1ccc(Cl)cc1)c1ccccc1)c1ccc(O)cc1,-3.0,100.0,-8.0,96.0,0.0,0.0,97.0,98.0,0.0,98.0,97.0
CCc1ccc(/C=C2\SC(=S)N(CCC(=O)Nc3cc(C)on3)C2=O)cc1,-5.0,96.0,-2.0,95.0,-5.0,-2.0,98.0,97.0,-4.0,99.0,95.0
O=C(N/C(=C/c1ccccc1)C(=O)N1CCOCC1)c1ccc([N+](=O)[O-])cc1,-9.0,98.0,-1.0,97.0,-1.0,0.0,101.0,97.0,-2.0,101.0,101.0
COC(=O)C(C(=O)OC)=C(/C=C/N(C)C)N(C)C,-7.0,102.0,5.0,104.0,-16.0,1.0,106.0,101.0,-11.0,107.0,102.0
Cc1ccc(C(=O)/C=C2\NCCNC2=O)cc1,1.0,97.0,-2.0,97.0,4.0,-1.0,93.0,102.0,-1.0,102.0,98.0
COc1ccc(NC(=O)c2nnn(Cc3ccc(SC)cc3)c2N)c(OC)c1,-7.0,102.0,-4.0,102.0,-11.0,-4.0,105.0,101.0,-8.0,105.0,101.0
CCCCc1nnc(NC(=O)CS(=O)(=O)Cc2ccccc2)s1,-5.0,100.0,-3.0,99.0,-11.0,1.0,101.0,99.0,-7.0,104.0,98.0
Cc1cc(N(C)/N=C/c2ccccc2)nc(-c2ccccc2O)n1,-4.0,94.0,-4.0,96.0,-7.0,0.0,98.0,93.0,-2.0,99.0,95.0
CCOC(=O)c1cnn(-c2cc(C)nc3c(-c4ccccc4)c(C)nn23)c1N,-7.0,98.0,-3.0,97.0,-13.0,0.0,101.0,96.0,-11.0,100.0,99.0
COc1ccc(C)cc1NS(=O)(=O)c1cn(C)c(=O)n(C)c1=O,-8.0,98.0,-3.0,98.0,-8.0,-1.0,96.0,99.0,-4.0,104.0,98.0
CCc1ccc(C2=NNC(=Nc3c(C)n(C)n(-c4ccccc4)c3=O)SC2)cc1,-3.0,96.0,1.0,99.0,-2.0,-1.0,101.0,100.0,-2.0,102.0,97.0
COc1ccc(-c2cc(C(F)(F)F)nc(SCc3cccc(C(=O)O)c3)n2)cc1,-6.0,104.0,-3.0,101.0,-8.0,-1.0,105.0,107.0,-5.0,108.0,104.0
CCOc1nc(NC(C)C)nc(NC(C)C)n1,-1.0,102.0,-5.0,102.0,0.0,-1.0,102.0,100.0,-4.0,102.0,100.0
COC(=O)COc1ccc2c(=O)c(Oc3ccccc3)c(C)oc2c1,-4.0,97.0,-5.0,97.0,-8.0,-4.0,103.0,100.0,-6.0,101.0,99.0
O=C(Nc1cc(Cl)ccc1N1CCCCC1)c1cccs1,-6.0,99.0,2.0,98.0,-13.0,0.0,98.0,102.0,-11.0,100.0,98.0
COC(=O)CSc1nc(C)cc(N2CCOCC2)n1,-3.0,97.0,-3.0,96.0,-7.0,0.0,100.0,99.0,-1.0,100.0,95.0
CNC(=S)N1N=C(c2ccc(Br)cc2)CC1c1ccc(N(C)C)cc1 (stereo not given),-7.0,96.0,-4.0,94.0,-4.0,-2.0,94.0,98.0,-4.0,97.0,97.0
Cc1c(NS(=O)(=O)c2cc(C(=O)OCC(=O)N3CCC(C)CC3)ccc2Cl)c(=O)n(-c2ccccc2)n1C,1.0,96.0,0.0,97.0,-4.0,0.0,96.0,104.0,-2.0,98.0,98.0
O=C(O)c1cccc(-n2cccc2/C=C2\NC(=O)N(Cc3ccc(F)cc3)C2=O)c1,-1.0,90.0,-3.0,91.0,-5.0,-1.0,92.0,92.0,1.0,96.0,91.0
CN1c2ccsc2C(O)=C(C(=S)Nc2ccc(F)c(Cl)c2)S1(=O)=O,-8.0,98.0,-11.0,99.0,-10.0,-2.0,99.0,99.0,-7.0,105.0,100.0
CC1(c2ccc(OCC#N)cc2)C=C(c2ccc(OCC#N)cc2)n2nc(C(F)(F)F)nc2N1 (stereo not given),-8.0,101.0,-4.0,100.0,-3.0,-5.0,103.0,97.0,-3.0,106.0,104.0
COc1cc(NC(=O)c2cccc([N+](=O)[O-])c2C)ccc1NC(=O)c1ccco1,-12.0,91.0,-6.0,92.0,-8.0,-3.0,95.0,90.0,-11.0,99.0,99.0
COc1ccc(S(=O)(=O)Nc2nc3c(s2)CCCC3)cc1,-2.0,99.0,-3.0,95.0,-1.0,1.0,93.0,104.0,0.0,102.0,97.0
COc1ccc(C2C(C#N)=C(N)Oc3c2oc(CO)cc3=O)c(OC)c1OC (stereo not given),-4.0,99.0,-7.0,98.0,-10.0,0.0,99.0,97.0,-5.0,98.0,96.0
COc1ccc(CNC(=O)C(=O)NC2CCC(C)CC2)cc1 (stereo not given),-1.0,93.0,-1.0,96.0,4.0,0.0,90.0,101.0,1.0,94.0,94.0
CCCC(=O)Nc1ccc(N2CCN(C(=O)c3cccs3)CC2)cc1,-2.0,103.0,-1.0,104.0,-1.0,0.0,105.0,98.0,0.0,104.0,101.0
N/C(=N\OC(=O)CCCC(=O)O)c1ncc(C(F)(F)F)cc1Cl,-8.0,99.0,-3.0,97.0,-8.0,-1.0,98.0,101.0,-6.0,102.0,100.0
CCCCOc1ccccc1NC(=O)CSc1nnnn1C(C)(C)C,0.0,96.0,-9.0,100.0,-5.0,-2.0,98.0,98.0,-3.0,99.0,96.0
COc1ccc(CC(=O)N2CCN=C2SCc2cccc([N+](=O)[O-])c2)cc1,-2.0,98.0,-13.0,97.0,-2.0,-9.0,95.0,103.0,-4.0,98.0,95.0
CC(=O)c1cccc(CN2CCN(Cc3ccc(F)cc3)C(CCO)C2)c1 (stereo not given),-1.0,100.0,-3.0,102.0,-4.0,0.0,99.0,105.0,0.0,99.0,99.0
COc1cc(OC)c2c(-c3ccccc3)cc(=O)oc2c1,0.0,97.0,1.0,94.0,-1.0,2.0,95.0,96.0,-1.0,97.0,94.0
C/C=C/c1ccc(OCCCN2C(=O)NC(C)(C)C2=O)c(OC)c1,-12.0,101.0,-4.0,98.0,-13.0,3.0,102.0,101.0,-11.0,105.0,100.0
O=C(CSc1ccccc1C(=O)O)NC1CCCCCCC1,-1.0,103.0,0.0,101.0,0.0,0.0,103.0,99.0,0.0,104.0,100.0
COc1ccccc1CC(=O)Nc1ccc(O)cc1C(=O)O,-6.0,104.0,-3.0,103.0,-14.0,0.0,106.0,101.0,-4.0,106.0,102.0
COc1ccccc1NC(=O)Nc1c(C)n(C)n(-c2ccccc2)c1=O,-10.0,105.0,-6.0,103.0,-13.0,2.0,108.0,108.0,-12.0,111.0,101.0
Cc1ccc(S(=O)(=O)Nc2nc(C)c(NC(=O)Nc3ccc(Cl)cc3Cl)s2)cc1,-5.0,101.0,0.0,99.0,1.0,0.0,100.0,100.0,6.0,101.0,98.0
O=C(COC(=O)c1cccnc1Cl)Nc1ccc2c(c1)OCCO2,2.0,97.0,-5.0,97.0,6.0,-4.0,93.0,104.0,4.0,95.0,94.0
O=C(CSc1ncnc2c1nnn2-c1ccc(F)cc1)NCC1CCCO1 (stereo not given),-2.0,102.0,0.0,100.0,-1.0,-1.0,105.0,105.0,-3.0,104.0,98.0
CN(C)C(=O)CCN1CCOCC1,-14.0,99.0,-7.0,97.0,-21.0,-7.0,99.0,99.0,-12.0,104.0,95.0
CCCCc1c(C)nc2ccc(Br)cc2c1SC(N)N,-9.0,98.0,-3.0,99.0,-5.0,0.0,99.0,102.0,-1.0,99.0,95.0
O=C(CCNc1ccc(F)cc1)c1cccc([N+](=O)[O-])c1,-13.0,98.0,0.0,95.0,0.0,-2.0,96.0,97.0,-9.0,94.0,92.0
COc1ccc(NS(=O)(=O)c2cnc[nH]2)cc1,-3.0,96.0,-3.0,94.0,-5.0,-1.0,98.0,98.0,0.0,100.0,98.0
COc1ccccc1CNC(=O)CSc1nc(N)c(C#N)c(-c2cccs2)c1C#N,0.0,99.0,0.0,99.0,-1.0,0.0,99.0,99.0,0.0,98.0,97.0
CCOCC(=O)Nc1nc2ccc(S(C)(=O)=O)cc2s1,-4.0,98.0,-5.0,96.0,0.0,-3.0,97.0,99.0,-1.0,95.0,96.0
CCCc1cc(N2CCCC(C(=O)NCc3ccc4c(c3)OCO4)C2)n2ncnc2n1 (stereo not given),0.0,100.0,5.0,99.0,0.0,0.0,103.0,99.0,-2.0,110.0,100.0
CCNc1c2c3c(cccc3n(C)c1=O)C(=O)c1ccccc1-2,-3.0,89.0,8.0,89.0,0.0,9.0,91.0,95.0,9.0,96.0,93.0
CCc1cc(C(c2ccncc2)N2CCN(C)CC2)c(NC(=O)c2ccccc2)s1 (stereo not given),-13.0,100.0,-19.0,99.0,-1.0,-15.0,98.0,103.0,-5.0,104.0,98.0
COC(=O)CNC(=O)c1cc(OC)cc(OC)c1,-8.0,98.0,-4.0,99.0,-11.0,-2.0,95.0,103.0,-2.0,98.0,96.0
COC(=O)c1ccc(CSc2n[nH]c(-c3ccccc3)n2)o1,-1.0,95.0,-1.0,96.0,-4.0,0.0,93.0,100.0,0.0,94.0,91.0
CCN(CC)S(=O)(=O)c1ccc(F)c(C(=O)NCCC(C)C)c1,-7.0,98.0,-8.0,98.0,-20.0,-3.0,99.0,100.0,-14.0,102.0,99.0
Cc1ccnc(NC2(C(F)(F)F)N=C(c3ccccc3)NC2=O)c1 (stereo not given),-8.0,102.0,0.0,99.0,-6.0,1.0,106.0,100.0,-1.0,105.0,100.0
